FadD28 binding: blocks FadD28 binding to the bisubstrate probe; inhibition, % at 12.5 µM; AID 588549; hit rate 0.22% among 360,000; fluorescence polarization; in the data active = inhibition above about 8.5%, passing the limit was not always enough; inconclusive = no clear call, values can overlap the other calls
BoNT-F LC inh: inhibitors of Botulinum neurotoxin F light chain protease; Multiplex microsphere protease cleavage assay, flow cytometry; inhibition, % at 10 µM; hit rate 0.22% among 360,000; in the data active = inhibition above about 35%, passing the limit was not always enough; inconclusive = no clear call, values can overlap the other calls; also: plate controls were buffer without enzyme for full effect and enzyme alone for no effect
PrPC TRFRET: cell surface PrPC inhibition, primary TR-FRET screen; inhibition, % at 13.8 µM; TR-FRET read-out; hit rate 0.43% among 370,000; in the data active = inhibition above about 24%; also: 0% = median of the test wells and 100% = reference compound wells
Anthrax LF prot: blocks Bacillus anthracis lethal factor protease. hit rate 0.12% among 360,000. inhibition, % at 10 µM. AID 588501. multiplex microsphere protease cleavage assay, LF; also: plate controls were buffer without enzyme for full effect and enzyme alone for no effect
Target sequence (P15917 whole entry, looked up): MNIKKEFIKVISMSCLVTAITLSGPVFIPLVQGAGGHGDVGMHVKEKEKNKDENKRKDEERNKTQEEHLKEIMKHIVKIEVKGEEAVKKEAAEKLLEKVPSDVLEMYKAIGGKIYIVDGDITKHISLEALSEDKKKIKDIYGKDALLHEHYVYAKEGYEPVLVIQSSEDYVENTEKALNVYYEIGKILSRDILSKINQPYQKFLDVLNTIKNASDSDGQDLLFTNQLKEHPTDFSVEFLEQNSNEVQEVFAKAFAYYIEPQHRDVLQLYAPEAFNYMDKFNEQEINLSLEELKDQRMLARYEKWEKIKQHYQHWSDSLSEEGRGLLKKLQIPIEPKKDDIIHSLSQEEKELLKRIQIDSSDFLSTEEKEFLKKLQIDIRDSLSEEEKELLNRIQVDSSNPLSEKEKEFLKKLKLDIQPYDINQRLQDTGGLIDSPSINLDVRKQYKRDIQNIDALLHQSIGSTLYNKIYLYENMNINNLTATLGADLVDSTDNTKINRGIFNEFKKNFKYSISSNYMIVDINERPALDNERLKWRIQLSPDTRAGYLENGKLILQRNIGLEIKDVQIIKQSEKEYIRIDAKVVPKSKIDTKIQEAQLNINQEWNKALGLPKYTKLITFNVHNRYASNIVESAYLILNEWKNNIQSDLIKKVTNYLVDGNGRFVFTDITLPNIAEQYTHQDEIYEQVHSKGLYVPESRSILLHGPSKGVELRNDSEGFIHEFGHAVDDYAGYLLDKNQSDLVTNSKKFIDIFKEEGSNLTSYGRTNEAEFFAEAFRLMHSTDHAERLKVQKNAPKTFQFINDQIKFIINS
PfHsp40 rescue: restores yeast growth despite PfHsp40 toxicity. S. cerevisiae expressing PfHsp40, growth rescue, ATP luminescence. growth rescue, % at 12.5 µM. hit rate 0.68% among 340,000. AID 504582; in the data active = growth rescue above about 28%, passing the limit was not always enough; inconclusive = no clear call, values can overlap the other calls;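 also: yeast W303a lacking pdr1 and pdr3 grown in galactose medium; growth measured after three days at 30 °C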
BoNT A protease: inhibitors of Botulinum neurotoxin A light chain protease. inhibition, % at 10 µM. hit rate 0.17% among 360,000. multiplex microsphere protease substrate cleavage, flow cytometry; also: plate controls were buffer without enzyme for full effect and enzyme alone for no effect
TcdB GH inh: blocks C. difficile toxin B glycohydrolase activity. TcdB glycohydrolase enzymatic assay, plate reader. hit rate 0.24% among 350,000. inhibition, % at 9.99 µM. P18177; in the data active = inhibition above about 10%
CCHF vOTU inh: CCHFV vOTU protease inhibition | Pep-AMC fluorescence | inhibition, % at 11.5 µM | hit rate 0.55% among 370,000; in the data active = inhibition above about 30%; also: 0% = vehicle wells with enzyme and 100% = no enzyme wells
Yp Topo-I inh: inhibitors of Yersinia pestis topoisomerase I; hit rate 0.064% among 360,000; AID 504884; activity, % at 10 µM; Y. pestis Topo-I cleavage product accumulation, plate reader; in the data active = activity above about 50%, passing the limit was not always enough; inconclusive = no clear call, values can overlap the other calls; also: inactives centre near 2
The depositor's hits bear a star; ? = inconclusive; . = no result given; & = joins results of further samples. Rule as the data show it, unless noted: active = inhibition above about 30%; inconclusive = no clear call, values can overlap the other calls; inactive = below that.

Below each compound: FadD28 binding, BoNT-F LC inh, PrPC TRFRET, Anthrax LF prot, PfHsp40 rescue, BoNT A protease, TcdB GH inh, CCHF vOTU inh, Yp Topo-I inh
> O=C(COc1ncnc2sccc12)N1CCc2ccccc2C1
 : 0.1, 6, 3, 11, 0.0, 0.7, ., -12, 0
> COc1ccc(NC(=O)C23CC4CC(C2)CC(c2ccc(C)cc2)(C4)C3)cc1
 : 1.6, -15, 6, 1, -0.2, -0.4, 1.4, -5, -9
> C=CCNC(=O)C1CCN(S(=O)(=O)c2cccs2)CC1
 : 0.2, 4, 5, 2, -0.7, 1.6, 0.3, -9, -4
> C[C@H](NC(=O)c1nc[nH]c1C(=O)N[C@@H](CCCCN)C(=O)OC(C)(C)C)C(=O)OCc1ccccc1
 : -3.9, -5, 4, -9, -0.2, -0.2, 1.8, -3, -10
> COc1ccc(N2C(=NC(=O)C3CCCCC3)SC3CS(=O)(=O)CC32)cc1 (stereo not given)
 : 0.5, -5, 4, -1, 0.2, -0.6, 0.4, 0, 5
> Cc1cc(OCC(=O)NCc2cccnc2)c2c3c(c(=O)oc2c1)CCCC3
 : -2.7, 8, -9, 2, 1.1, 8.1, 0.9, -10, 34
> CC(C)(C)c1ccc(-c2cc(N)n[nH]2)cc1
 : -1.8, -14, -1, -7, 0.4, -0.9, -0.1, 6, 0
> COc1ccc(-n2nc(C(=O)NCC(=O)N3CCN(Cc4ccccc4)CC3)c3ccccc3c2=O)cc1
 : -4.9, -4, -17, 0, -0.7, -1.1, -0.6, 13, 27
> O=c1[nH]c(CSc2ccccn2)nc2c1cnn2-c1ccccc1
 : 0.7, -9, 13, 0, 1.2, -1.7, ., 0, -3
> CCCS(=O)(=O)NC(=O)C1(C)CCN(C(=O)Cc2cccc(OC)c2)C1 (stereo not given)
 : -0.4, -1, -2, 6, ., 0.1, -0.2, -5, 6
> CCN(CC)C(=O)Cn1c(=O)n(C)c2ccccc21
 : -0.3, -7, -2, 0, -0.9, -0.7, ., 1, 5
> CC(C)(C)C1CCc2c(sc3nc(SCC(N)=O)nc(N)c23)C1 (stereo not given)
 : -3.2, 2, 9, -4, 2.3, -0.5, ., 14, 39
> COC(=O)c1cn(C)c2ccc(S(=O)(=O)N(C)C3CCCCC3)cc2c1=O
 : 0.4, -1, 2, 4, ., 0.3, -9.3, -4, -8
> Cc1[nH]c2ccccc2c1C(=O)/C=C/c1ccccc1
 : -7.9, 5, 5, 0, ?, 1.9, ., 16, -3
> C[C@H](CO)N1C[C@H](C)[C@@H](CN(C)S(=O)(=O)c2ccc(F)cc2)Oc2ccc(NC(=O)C3CC3)cc2C1=O
 : -0.9, -11, 0, -1, 0.4, -0.6, 0.4&-4.6, 12, 16
> c1ccc(-c2cc3nccc(-c4ccccn4)n3n2)cc1
 : -0.4, -4, -25, 1, 2.0, 0.3, 3.2, -3, 3
> CC1CCCC(C)N1C(=O)CSc1nccc(=O)[nH]1 (stereo not given)
 : -2.3, 6, 0, -2, 1.2, 5.2, 1.3, -15, 2
> C=CCCC(=O)N1C[C@H]2CON(C)[C@H]2C[C@H]1c1cccc(N2CCOCC2)c1
 : -0.2, 1, -3, 0, ., 0.0, 2.0, -10, -2
> COc1ccc(OCC(=O)Nc2ccc3c(c2)n(C)c(=O)n3C)cc1
 : -2.7, ?, -4, 10, 0.0, -0.9, 1.1, 1, -6
> Cc1cc(OCCOCCN(C)CCO)cc(C)c1Cl
 : -1.1, -3, -8, -3, 0.6, -0.2, ., -4, -1
> N#Cc1ccccc1NC(=O)CC1CCCCC1
 : -2.3, -11, -3, 1, -1.1, -0.2, ., 9, -5
> O=C(Cn1c2ccccc2c(=O)c2ccccc21)Nc1ccccc1F
 : -3.8, 2, 10, 2, -0.8, 0.4, -9.5, -93, 3
> COCc1nnc(N)s1
 : -0.6, -7, 2, -2, -1.6, 0.8, ., -4, -5
> CCCCN(C=O)c1c(CC)nc2c(OCc3ccc(Cl)cc3)cccn12
 : -6.5, -6, 7, -5, ., -0.2, 0.1, 18, 9
> COc1ccccc1C(=O)NCc1ccncc1
 : -3.7, -4, 1, -6, -0.1, -0.2, ., -5, 5
> CN1CCN(NC(=O)c2cccc3ccccc23)CC1
 : -3.4, -11, 0, -2, -0.4, -1.1, -1.2, -6, 0
> CCCc1nc2sc3c(=O)n(N)cnc3c2c2c1CCCC2
 : -1.9, -2, 5, 0, -0.7, 0.4, -0.4, 6, -3
> COc1ccc(C2=NOC(Cn3nc(C(=O)NCc4ccccc4OC)cc3-c3ccccc3)C2)cc1 (stereo not given)
 : 0.4, -1, -2, -4, -0.6, 0.1, 0.5, -5, 30
> COc1ccc(S(=O)(=O)N2CCOCC2)cc1NC(=O)CSc1nnc(N)s1
 : 0.0, 4, 0, -4, 0.3, 0.8, 0.6, -15, -3
> CCOc1ccc(-c2nc(=S)[nH][nH]2)cc1
 : -1.8, -6, -1, -1, 0.2, 0.1, ., 3, 2
> Cc1cc(Nc2c(C)n(C)n(-c3ccccc3)c2=O)c2ccccc2n1
 : 0.8, -9, -6, -1, 1.0, -1.4, 1.1, -16, 4
> N#Cc1ccc(NC(=S)N2Cc3ccccc3-n3nncc3C2)cc1
 : -6.9, -5, 7, 2, ., -0.6, -1.2, 12, -1
> CC(=O)Nc1ccc(NC(=O)CN(c2ccc([N+](=O)[O-])cc2)S(=O)(=O)c2ccccc2)cc1
 : -3.5, -4, -24, -7, 1.6, -0.9, -1.1, 3, -3
> CC1CCCC(C(=O)OCc2ccccc2)N1 (stereo not given)
 : 2.3, -12, 6, -2, -1.3, -0.9, ., 0, -6
> O=C1c2ccccc2S(=O)(=O)N1Cc1cccc(S(=O)(=O)N2CCOCC2)c1
 : -0.2, ., 2, ., -0.7, ., ., 0, -2
> O=C(CCC1CCN(C(=O)Cc2c(F)cccc2F)CC1)NC1CC1
 : -1.7, -1, -2, 1, 0.1, 0.8, 0.9, 8, -1
> Cn1nc(C(=O)Nc2ccccc2N2CCOCC2)ccc1=O
 : -2.9, -4, -10, -5, -0.1, -2.6, -0.2, 13, -4
> CCOC(=O)c1sc(=S)n(C)c1C
 : -1.3, 0, 0, -7, -1.6, 1.0, ., -8, 2
> Cc1ccc(S(=O)(=O)N2CCC(C(=O)Nc3ccccc3N3CCCCC3)CC2)cc1C
 : 0.5, 12, -3, -2, -0.3, 2.2, 0.5, 13, -4
> CC(C)CCN1NC2(CCCC(C)C2)NC1=S (stereo not given)
 : -0.7, ?, 1, -2, -0.9, -1.6, 1.0, -12, 0
> N#CC1=C2SCN(Cc3ccco3)CN2C(=O)CC1c1ccccc1F (stereo not given)
 : 0.4, 1, ., 1, 0.3, 0.4, ., ., -6
> OCc1ccccc1OCCOc1ccc(Cl)c2cccnc12
 : -3.1, 16, -10, 2, 0.8, 18, ., -2, -6
> CCCn1c(NC(=O)c2ccc(Br)cc2)nc2ccccc21
 : -1.6, -6, -2, -1, -1.7, -0.6, ., -7, -5
> CNC(=O)NC(=O)COc1ccc2oc3c(c2c1)CCCC3
 : -2.9, 3, 4, 0, -0.1, 0.9, -1.1, 3, 7
> O=C1CCCN1CCCNc1nc2c(S(=O)(=O)c3ccccc3)nnn2c2ccc(Cl)cc12
 : -3.4, 0, 9, 0, -0.3, 0.3, 0.5, -12, 3
> O=C(NC(Cc1c[nH]c2ccccc12)C(=O)Nc1ccc(OC(F)(F)F)cc1)c1cccs1 (stereo not given)
 : -1.1, -5, -3, 0, 3.1, 0.1, -0.1, 9, -13
> CCc1nc2ccc(C(=O)NCC3CCCCC3)cn2c1N(C)Cc1ccc(OC)cc1
 : -1.4, -9, 6, -6, ., 0.1, 0.5, 11, 20
> CN(C)CCCNC(=S)N(CCCN(C)C)Cc1cc2cc3c(cc2[nH]c1=O)OCO3
 : 1.4, 23, 0, 2, 0.9, -0.9, -0.3, -36, 1
> COc1ccccc1NC(=O)C1=C(C)NC(=O)NC1c1cc(C)cs1 (stereo not given)
 : -5.6, -1, 4, 3, -1.5, -0.2, ., -8, 6
> O=C1CCc2cc(S(=O)(=O)NCCC(=O)NC3CCN(Cc4ccccc4)CC3)ccc2N1
 : 0.3, -1, 0, -3, 1.2, -2.6, ., -16, -8
> Cc1ccc2nc(-c3ccncc3)c(Nc3ccccc3)n2c1
 : -5.5, -1, 9, 2, -0.9, -0.1, 0.3, 3, 16
> O=C(CN(C(=O)CCC(=O)Nc1nccs1)c1ccc(F)cc1)NCc1ccc2c(c1)OCO2
 : -1.8, -27, -1, 15, -1.4, -0.2, 3.5, -15, 27
> CCC(C)c1ccc(S(=O)(=O)N2CCN(CC(O)CN3CCOCC3)CC2)cc1 (stereo not given)
 : -3.5, 12, -5, -2, 0.0, 1.7, 2.2, -3, 5
> Cc1ccc(-c2nn(-c3ccccc3)cc2C(=O)OCC(=O)Nc2ncc(Cl)cc2Cl)cc1
 : -0.6, -4, -3, 1, -0.9, 2.2, 0.8, 12, 12
> Cn1cccc1/C=N/NC(=O)c1cc(-c2cccs2)nc2ccccc12
 : -1.9, -6, 5, -1, -0.2, -1.1, 1.2, -23, -1
> Cc1ccc(S(=O)(=O)N2C[C@H]3[C@H]4C(=O)N(C5CCCCC5)C(=O)[C@H]4CC(=O)[C@H]3[C@@H]2c2ccccc2Cl)cc1
 : -0.9, 4, 1, 5, ., 0.1, 2.2, 14, .
> Cn1cc(C(=O)Nc2ccccn2)c(=O)c2ccccc21
 : ., 22, 4, 17, 0.4, 0.1, 0.6, 13, 3
> O=C1CS/C(=N/N=C2C3CC4CC(C3)CC2C4)N1
 : 1.5, -14, -6, -2, 1.3, -1.6, ., -6, 2
> COc1ccc(C(=O)NCC(=O)NCC(=O)OCC(=O)c2cccs2)cc1
 : -0.8, -6, 4, -5, -0.2, -0.3, ., 0, 6
> COc1cccc(C2C(C(=O)/C=C/c3ccco3)=C(O)C(=O)N2CCN2CCOCC2)c1 (stereo not given)
 : -0.1, 3, 7, -2, 0.8, 1.2, -3.4, -9, -3
> CCCS(=O)(=O)N1CCN(Cc2c[nH]c3ccccc23)CC1
 : -0.2, 1, 5, -8, 3.3, -0.4, 1.7, -12, 0
> COc1ccccc1S(=O)(=O)CC(O)COc1ccc(F)cc1Cl (stereo not given)
 : 0.5, -2, 8, -2, -1.5, -0.4, -0.4, 0, 17
> COc1ccc(OC)c(/C=N/NC(=O)CC2C(=O)NN=C2C)c1 (stereo not given)
 : -0.3, -18, -4, 3, 1.1, -0.4, ., -90, 1

One compound at a time, as listed above:
COc1ccc(C(=O)NCC(=O)NCC(=O)OCC(=O)c2cccs2)cc1 is listed with FadD28 binding = -0.8; BoNT-F LC inh = -6; PrPC TRFRET = 4; Anthrax LF prot = -5; PfHsp40 rescue = -0.2; BoNT A protease = -0.3; TcdB GH inh = .; CCHF vOTU inh = 0; Yp Topo-I inh = 6
CCOC(=O)c1sc(=S)n(C)c1C is listed with FadD28 binding = -1.3; BoNT-F LC inh = 0; PrPC TRFRET = 0; Anthrax LF prot = -7; PfHsp40 rescue = -1.6; BoNT A protease = 1.0; TcdB GH inh = .; CCHF vOTU inh = -8; Yp Topo-I inh = 2
